HTRA1 inhibitor: blocks human HTRA1 serine peptidase; recombinant HTRA1, FP-rhodamine activity-based probe, fluorescence polarization; 340,000 tested, 0.5% active; Q92743; AID 504803; inhibition, % at 5.96 µM; in the data active = inhibition above about 36%;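 note: 0% = enzyme with DMSO and 100% = wells lacking enzyme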
ASAP1 inh: ASAP1 ArfGAP inhibition; 360,000 tested, 0.19% active; inhibition, % at 16.5 µM; ASAP1-stimulated ARF1 GTP hydrolysis, GDP FP detection; in the data active = inhibition above about 25%;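 note: 0% = vehicle with enzyme and substrate and 100% = no enzyme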
PG9 binder: small molecules binding HIV-1 gp120 antibody PG9. AID 624416. TR-FRET gp120-PG9 antibody binding. 360,000 tested, 0.43% active. inhibition, % at 6.7 µM; in the data active = inhibition above about 8.5%
GC-B act: GC-B (human) receptor activation | HEK293-GC-B cells, CNP EC30, cGMP TR-FRET; 0% at EC30 CNP, 100% saturating CNP | AID 1920062 | activation, % at 10 µM | 370,000 tested, 0.11% active;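 active = activation at 10 µM reaching about 35% in either raw or pattern-adjusted values, limit read from the data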
Target sequence (P20594 whole entry, looked up): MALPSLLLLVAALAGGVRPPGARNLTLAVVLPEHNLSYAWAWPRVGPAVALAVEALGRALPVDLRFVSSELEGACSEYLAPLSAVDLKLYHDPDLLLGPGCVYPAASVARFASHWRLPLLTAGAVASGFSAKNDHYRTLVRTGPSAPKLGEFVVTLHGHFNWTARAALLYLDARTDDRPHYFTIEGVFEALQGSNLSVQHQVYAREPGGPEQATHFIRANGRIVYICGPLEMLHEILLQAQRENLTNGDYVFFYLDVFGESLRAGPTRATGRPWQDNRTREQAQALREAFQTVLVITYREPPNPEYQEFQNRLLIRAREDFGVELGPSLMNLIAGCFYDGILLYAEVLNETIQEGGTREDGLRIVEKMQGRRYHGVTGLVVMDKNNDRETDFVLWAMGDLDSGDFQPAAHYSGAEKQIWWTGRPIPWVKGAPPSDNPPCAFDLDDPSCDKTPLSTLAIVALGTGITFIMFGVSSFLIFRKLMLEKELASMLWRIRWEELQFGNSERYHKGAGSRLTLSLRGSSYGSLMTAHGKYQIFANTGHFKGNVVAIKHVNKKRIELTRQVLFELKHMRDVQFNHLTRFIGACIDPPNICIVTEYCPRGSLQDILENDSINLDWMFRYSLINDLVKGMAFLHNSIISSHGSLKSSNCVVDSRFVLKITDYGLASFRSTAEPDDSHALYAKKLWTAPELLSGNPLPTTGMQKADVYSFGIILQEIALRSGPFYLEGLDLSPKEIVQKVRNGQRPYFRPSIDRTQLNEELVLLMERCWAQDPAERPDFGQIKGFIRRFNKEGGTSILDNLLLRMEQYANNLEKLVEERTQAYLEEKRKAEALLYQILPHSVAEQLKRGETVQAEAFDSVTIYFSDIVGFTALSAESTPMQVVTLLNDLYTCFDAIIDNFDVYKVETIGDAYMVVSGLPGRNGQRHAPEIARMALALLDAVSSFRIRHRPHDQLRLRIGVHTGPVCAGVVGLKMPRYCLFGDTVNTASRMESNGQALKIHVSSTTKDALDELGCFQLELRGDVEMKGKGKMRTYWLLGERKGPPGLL
ABHD4 inh: ABHD4 (mouse) inhibition, primary FP screen. purified mABHD4, FP-Rh probe fluorescence polarization. inhibition, % at 8.92 µM. 370,000 tested, 0.54% active;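 active = inhibition exceeding the mean over every tested compound plus 3 SD, cut at about 30% in these data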;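 note: 0% = plate median of compound wells and 100% = S159A mutant with DMSO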
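Material: mouse ABHD4 enzyme, wild type; Benchmarks: S159A mutant high control, sample median low control; Buffer or medium: HEPES pH 7.0, NaCl, Pluronic buffer; Signal: fluorescence polarization; Read-out: percent inhibition of probe binding, normalized to plate controls; Timing: pre-incubation 45 min, probe exposure 60 min, at 25 °C; Dosing: 8.92 µM, single dose.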
SMARCA2 activ: SMARCA2 function activation, primary screen | MG213 cells, MMTV-luciferase reporter, dexamethasone, overnight | activation, % at 9.1 µM | 370,000 tested, 1% active; in the data active = activation above about 7.8%;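 note: 0% = vehicle wells and 100% = reference activator wells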
NPR1 activator: GC-A (human) enzyme activation | AID 1671463 | P16066 | 370,000 tested, 0.14% active | HEK293 GC-A cells, cGMP TR-FRET, EC30 ANP; 0% at EC30 ANP, 100% saturating ANP | activation, % at 10 µM; in the data active = activation above about 40%
rCAG RNA binder: binds r(CAG) RNA repeats; r(CAG) RNA repeat, TO-PRO-1 dye displacement fluorescence; inhibition, % at 3 µM; 370,000 tested, 1.3% active;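 active = inhibition above the plate cutoff, the mean of all test compounds on that plate plus 3 SD, cut at about 35% in these data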;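 note: 0% = DMSO alone and 100% = 100 µM mitoxantrone as full dye displacement; higher means more dye released from RNA so lower well fluorescence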
Rev-erbA mod: modulates human Rev-erb alpha binding to DNA | Rev-erbα–FITC-DNA binding, fluorescence polarization, 90 min | activity, % at 10 µM | P20393 | 370,000 tested, 0.79% active;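 active = activity above about 14%, limit read from the data; passing the limit was not always enough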;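 note: 0% = DMSO wells with 35 nM protein and 100% = DMSO wells with 750 nM protein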
ARFGAP1 inh: inhibits rat ARF GTPase activating protein 1. Arfgap1-stimulated ARF1 GTP hydrolysis, GDP FP detection. inhibition, % at 16.5 µM. 360,000 tested, 0.26% active;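 active = inhibition above a per-plate limit, mean inhibition of low control wells plus 3 SD, cut at about 25% in these data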;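 note: 0% = DMSO wells with enzyme and 100% = wells lacking Arfgap1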
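Assay system: Rat Arfgap1 GAP domain (His6, aa 1-136), purified enzyme | Buffer or medium: HEPES 25 mM pH 7.5, NaCl 150 mM, MgCl2, DTT | Schedule: GTP hydrolysis reaction 2 h at 25 °C | Signal: FP of antibody-bound GDP Alexa 633 tracer, ex 620/em 688 nm | Measure: Percent inhibition of Arfgap1-stimulated GTP hydrolysis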
* marks the source's active call; other numbers are inactive results; x = not tested or not shown; & = joins results of further samples.

SMILES	HTRA1 inhibitor	ASAP1 inh	PG9 binder	GC-B act	ABHD4 inh	SMARCA2 activ	NPR1 activator	rCAG RNA binder	Rev-erbA mod	ARFGAP1 inh
Cc1ccc2[nH]c(=O)c(CN(CCO)C(=O)N(C)C)cc2c1	2.2	8.5	-2.2	2.1	5.0	1.6	5.3	1.2	-6.5	10.5
Cc1ccc(NCc2nnc(SCC(=O)N3c4ccccc4Sc4ccccc43)o2)c(C)c1	-14.9	6.8	-0.3	-1.0	-0.5	-4.9	-5.8	5.8	-0.5	2.7
O=C(Nc1ccc(OCc2ccccc2Cl)cc1)c1cccnc1	-15.8	5.5	-0.8	-4.2	-10.8	-8.8	5.0	-2.2	7.1	7.8
COc1cc2c(cc1OC)NC(=O)C2	1.4	7.3	-1.7	-2.8	2.8	-1.0	-2.1	0.2	-6.8	-4.0
Cc1ccc(OCc2nnnn2-c2ccccc2)cc1	-3.0	14.9	1.4	-0.5	1.7	-1.6	2.9	-4.2	-4.2	12.8
CC1CCN(C(=O)/C(=C\c2ccccc2)NC(=O)c2ccccc2)CC1	-3.5	-1.3	-1.5	-3.7	-5.7	-3.0	1.7	-2.9	1.3	-4.5
O=C(Nc1ccncc1)C1CCN(S(=O)(=O)c2ccc(Cl)c(C(F)(F)F)c2)CC1	-9.0	8.5	0.4	-1.9	-12.3	-2.6	-5.4	0.5	4.7	14.2
COc1ccc(-c2csc(NC(=O)CN3C(=O)CCC3=O)n2)cc1	-1.8	3.2	-0.8	4.3	5.3	-1.7	24.8	-1.0	-4.2	4.5
CCOC(=O)C(NC(=O)c1ccc(OC)cc1)(OCC1(CC)COC1)C(F)(F)F (centres undefined)	1.5	3.7	-1.5	-0.6	-9.0	0.2	-2.7	1.1	-5.9	18.0
O=C(CCc1ccccc1)NNC(=O)COc1ccc(Br)cc1	3.3	-2.3	1.1	4.1	-6.1	-3.2	-2.2	0.7	-7.7	11.2
CSc1nnc(NC(=O)c2ccc(C)c(S(=O)(=O)N3CCOCC3)c2)s1	0.2	0.8	-1.3	-6.3	-2.3	-0.3	-8.9	2.9	1.6	10.4
O=C(NCCCC(=O)N1CCCCC1)c1ccc(Cl)cc1	6.9	-1.7	-1.2	-2.2	-1.5	1.0	0.5	-8.6	4.0	5.3
C/C(=C\C(=O)OCCCCCCCCC(=O)O)C[C@@H]1OC[C@H](C[C@@H]2O[C@H]2[C@@H](C)[C@H](C)O)[C@@H](O)[C@H]1O	5.3	9.0	-1.2	-1.2	7.3	0.4	1.6	7.4	4.2&4.2	12.2
O=C(Nc1ccccc1-c1ccccc1)c1ccccc1[N+](=O)[O-]	0.2	2.8	-0.8	-10.9	2.3	-1.4	-8.1	-1.7	-3.4	-7.5
CN(c1ccc(C(=O)NCCSC(C)(C)C)cc1)S(=O)(=O)c1ccccc1	-8.9	-8.6	-0.8	-0.4	-1.7	-1.0	-7.5	-9.5	-1.7	-5.9
CC(O)(P(=O)(O)O)P(=O)(O)O	7.2	-3.4	-2.1	2.5	-3.6	-3.4	3.8	2.2	3.6&-1.9	-7.3
CCOC(=O)c1ccc(CNCc2ccccc2)cc1	0.1	-4.0	-0.2	0.8	11.3	0.3	-2.7	-2.8	-3.9	-4.1
CCOc1nc(NCCO)nc(Nc2ccccc2F)n1	-10.3	10.5	-0.5	-2.8	4.5	1.0	4.2	-2.6	-3.2	12.2
CC(=O)c1cccc(NC(=S)Nc2cccc3ccccc23)c1	-1.1	-7.1	0.1	-3.3	5.7	3.6	2.0	3.9	4.0	3.2
Cc1ccc(C(c2c(O)nc3n(c2=O)CCS3)c2c(O)nc3n(c2=O)CCS3)cc1	1.1	-2.5	-1.7	4.2	0.3	-1.0	1.7	8.6	3.4	0.9
C=CCn1c(SCC(O)Cn2c3ccccc3c3ccccc32)nnc1-c1ccco1 (centres undefined)	-59.9	-16.3	-0.2	-34.3	-29.0	0.0	-30.7	0.9	-1.9	-0.7
CC(C)(C)C(=O)CNS(=O)(=O)c1ccc(S(=O)(=O)NC2CCCC2)cc1	-7.0	-2.7	-0.3	2.2	3.2	-3.1	0.7	-6.5	-2.0	0.6
O=C1Cc2cc(NS(=O)(=O)c3ccc([N+](=O)[O-])cc3)cc3c2N1CCC3	8.0	3.2	0.0	-8.5	4.3	1.7	3.6	8.3	-0.5	-4.4
O=C(CN1CCN(Cc2ccccc2)CC1)NCc1ccccc1Cl	-4.3	1.5	0.5	3.9	3.7	0.0	0.6	-7.3	-8.1	-4.8

Record cards, as listed above. Values in the order: HTRA1 inhibitor	ASAP1 inh	PG9 binder	GC-B act	ABHD4 inh	SMARCA2 activ	NPR1 activator	rCAG RNA binder	Rev-erbA mod	ARFGAP1 inh
CC(C)(C)C(=O)CNS(=O)(=O)c1ccc(S(=O)(=O)NC2CCCC2)cc1 reads -7.0	-2.7	-0.3	2.2	3.2	-3.1	0.7	-6.5	-2.0	0.6
O=C(NCCCC(=O)N1CCCCC1)c1ccc(Cl)cc1 reads 6.9	-1.7	-1.2	-2.2	-1.5	1.0	0.5	-8.6	4.0	5.3

(continued)
SMILES	HTRA1 inhibitor	ASAP1 inh	PG9 binder	GC-B act	ABHD4 inh	SMARCA2 activ	NPR1 activator	rCAG RNA binder	Rev-erbA mod	ARFGAP1 inh
CCCN1C(=O)c2ccccc2NC1c1ccc(Cl)c(Cl)c1 (centres undefined)	-29.3	-3.7	-0.2	-16.8	4.8	-1.4	-48.6	2.6	0.4	5.5
COCCN(CCOC)C(=O)CSc1ccc(S(=O)(=O)N2CCN(C)CC2)cn1	3.2	6.4	-1.1	7.4	0.6	-0.1	2.6	3.0	5.1	-3.6
COc1ccc(/C=N/NC(=O)Cn2c(Cc3ccc(OC)c(OC)c3)nc3ccccc32)cc1OC	0.7	31.1*	-2.1	3.1	6.0	5.1	2.8	-0.7	-6.8	-2.6
COc1ccc(S(=O)(=O)N/N=C(/C)c2ccc(C)o2)cc1	10.3	-11.9	2.7	6.7	2.2	0.3	4.3	5.0	-8.0	-3.3
COC(=O)c1ccc(COc2ccccc2/C=C(\C#N)C(=O)Nc2ccc(C)cc2C)cc1	0.3	-6.9	-2.3	-8.6	-1.3	2.7	-8.9	2.9	-1.5	-8.1
O=C(c1ccco1)N1CCN(c2c([N+](=O)[O-])nn(-c3ccc(Cl)cc3)[n+]2[O-])CC1	-1.0	-0.1	1.9	0.9	3.3	0.9	1.7	1.6	3.4	12.8
CCN(CC)S(=O)(=O)c1ccc(=O)n(CC(=O)N2CCCc3cc(C)ccc32)c1	5.2	-3.0	-2.5	-0.5	2.0	-2.7	0.9	-1.2	-8.9	1.0
COc1ccccc1NS(=O)(=O)c1cccc(C(=O)N/N=C/c2ccc3c(c2)OCCO3)c1	-14.8	20.6	0.9	1.1	-20.4	-1.3	2.4	6.0	4.3	16.2
O=C(Cn1nc(C(F)(F)F)c2c1CCCCC2)N1CCOCC1	1.2	1.8	0.0	3.3	2.5	1.6	1.5	-5.0	-1.8	-0.7
O=C(/C=C/c1ccccc1)c1ccc(NC2=NCCCS2)cc1	-18.5	0.2	-0.5	0.1	0.9	5.3	-7.1	-0.7	-1.1	3.1
O=[N+]([O-])c1cccc(S(=O)(=O)/N=C(/Nc2ccccc2)c2ccccc2)c1	-10.6	7.6	-1.0	4.4	-3.9	1.1	3.8	1.6	8.2	-1.9
CN(C)c1nc(/C=C(\C#N)C(N)=O)c(Cl)n1-c1ccc(F)cc1	3.3	-4.1	-2.9	-0.8	-1.5	-0.6	1.0	-1.9	2.6	-0.2

Four of the compounds above, with values under each structure:
Each structure is followed by: HTRA1 inhibitor | ASAP1 inh | PG9 binder | GC-B act | ABHD4 inh | SMARCA2 activ | NPR1 activator | rCAG RNA binder | Rev-erbA mod | ARFGAP1 inh
> COc1ccc(-c2csc(NC(=O)CN3C(=O)CCC3=O)n2)cc1
 : -1.8 | 3.2 | -0.8 | 4.3 | 5.3 | -1.7 | 24.8 | -1.0 | -4.2 | 4.5
> CCOC(=O)C(NC(=O)c1ccc(OC)cc1)(OCC1(CC)COC1)C(F)(F)F (centres undefined)
 : 1.5 | 3.7 | -1.5 | -0.6 | -9.0 | 0.2 | -2.7 | 1.1 | -5.9 | 18.0
> O=C(CCc1ccccc1)NNC(=O)COc1ccc(Br)cc1
 : 3.3 | -2.3 | 1.1 | 4.1 | -6.1 | -3.2 | -2.2 | 0.7 | -7.7 | 11.2
> CSc1nnc(NC(=O)c2ccc(C)c(S(=O)(=O)N3CCOCC3)c2)s1
 : 0.2 | 0.8 | -1.3 | -6.3 | -2.3 | -0.3 | -8.9 | 2.9 | 1.6 | 10.4

(listing goes on)
SMILES	HTRA1 inhibitor	ASAP1 inh	PG9 binder	GC-B act	ABHD4 inh	SMARCA2 activ	NPR1 activator	rCAG RNA binder	Rev-erbA mod	ARFGAP1 inh
O=c1ccc(-c2ccc(S(=O)(=O)NCc3cccc(Br)c3)s2)n[nH]1	-17.8	3.0	-0.7	-12.3	-7.5	2.5	-17.6	6.1	-1.3	0.4
O=C(COC(=O)c1cc2ccccc2cc1O)Nc1ccccc1F	-5.8	6.4	-0.1	-7.9	-9.3	1.4	-3.7	11.8	-3.4	5.2
CC(=O)N1N=C(c2ccc(C)c([N+](=O)[O-])c2)OC1(C)C	-5.6	-6.6	-0.5	7.2	-0.8	-4.4	0.1	-7.4	7.9	4.4
COc1cc(OC)cc(C(=O)Nc2cccc(C(C)=O)c2)c1	-6.7	-4.7	-1.3	-1.3	2.1	7.3	0.6	3.5	0.3	5.6
O=C(CN1C(=O)NC2(CCCc3ccccc32)C1=O)NCc1ccco1 (centres undefined)	1.9	-4.0	1.5	5.5	1.6	-4.7	-1.7	-0.8	-0.9	11.2
CCOC(=O)c1cccc(NC(=O)C2CCCN(c3nnc(N4CCCC4=O)s3)C2)c1 (centres undefined)	-8.1	0.4	-1.6	-1.3	4.4	-1.5	-3.1	2.6	3.0	1.6
CCOc1ccc([C@@H]2CC=C(C(=O)O)[C@H](c3ccc(Cl)cc3)N2S(=O)(=O)c2ccc(C)cc2)cc1	-29.0	1.6	0.1	0.6	4.5	-0.1	-1.7	58.9*	-2.4	-8.0
O=C(Nc1ccccc1)n1ccc(-c2ccc(-n3ccnc3)cc2)n1	x	7.5	-0.8	-4.0	-1.3	0.9	-2.1	-2.4	1.2	1.3
Cc1ccc2[nH]c(=O)cc(C(=O)OC(C)C)c2c1	-6.2	-14.5	0.0	-2.9	-1.7	1.1	-0.1	-4.4	-6.2	3.1
O=C(NCCN1C(=O)S/C(=C\c2cccs2)C1=O)c1ccco1	4.2	8.8	0.2	-1.5	-6.1	-0.9	1.1	-1.0	-6.3	-6.9
CCS(=O)c1ccccc1C(=O)OCC(=O)Nc1ccc2ccccc2c1 (centres undefined)	-9.0	-6.2	0.0	1.1	-4.9	-3.0	1.8	4.3	-0.1	11.4

Shown with two lines to a compound: part of the list above
Order of values: HTRA1 inhibitor | ASAP1 inh | PG9 binder | GC-B act | ABHD4 inh | SMARCA2 activ | NPR1 activator | rCAG RNA binder | Rev-erbA mod | ARFGAP1 inh
- COc1cc(OC)cc(C(=O)Nc2cccc(C(C)=O)c2)c1
→ -6.7 | -4.7 | -1.3 | -1.3 | 2.1 | 7.3 | 0.6 | 3.5 | 0.3 | 5.6
- O=C(CN1C(=O)NC2(CCCc3ccccc32)C1=O)NCc1ccco1 (centres undefined)
→ 1.9 | -4.0 | 1.5 | 5.5 | 1.6 | -4.7 | -1.7 | -0.8 | -0.9 | 11.2
